GCN5L2 inh: qHTS Assay for Inhibitors of GCN5L2. GCN5L2 HAT assay, ThioGlo1 CoA-SH fluorescence. Potency, µM (highest dose often 58.9 µM), for the others: top-dose activity change, negative = inhibition, hits mostly inhibitors. 390,000 tested, 0.21% active
Target sequence (Q92830 whole entry, looked up): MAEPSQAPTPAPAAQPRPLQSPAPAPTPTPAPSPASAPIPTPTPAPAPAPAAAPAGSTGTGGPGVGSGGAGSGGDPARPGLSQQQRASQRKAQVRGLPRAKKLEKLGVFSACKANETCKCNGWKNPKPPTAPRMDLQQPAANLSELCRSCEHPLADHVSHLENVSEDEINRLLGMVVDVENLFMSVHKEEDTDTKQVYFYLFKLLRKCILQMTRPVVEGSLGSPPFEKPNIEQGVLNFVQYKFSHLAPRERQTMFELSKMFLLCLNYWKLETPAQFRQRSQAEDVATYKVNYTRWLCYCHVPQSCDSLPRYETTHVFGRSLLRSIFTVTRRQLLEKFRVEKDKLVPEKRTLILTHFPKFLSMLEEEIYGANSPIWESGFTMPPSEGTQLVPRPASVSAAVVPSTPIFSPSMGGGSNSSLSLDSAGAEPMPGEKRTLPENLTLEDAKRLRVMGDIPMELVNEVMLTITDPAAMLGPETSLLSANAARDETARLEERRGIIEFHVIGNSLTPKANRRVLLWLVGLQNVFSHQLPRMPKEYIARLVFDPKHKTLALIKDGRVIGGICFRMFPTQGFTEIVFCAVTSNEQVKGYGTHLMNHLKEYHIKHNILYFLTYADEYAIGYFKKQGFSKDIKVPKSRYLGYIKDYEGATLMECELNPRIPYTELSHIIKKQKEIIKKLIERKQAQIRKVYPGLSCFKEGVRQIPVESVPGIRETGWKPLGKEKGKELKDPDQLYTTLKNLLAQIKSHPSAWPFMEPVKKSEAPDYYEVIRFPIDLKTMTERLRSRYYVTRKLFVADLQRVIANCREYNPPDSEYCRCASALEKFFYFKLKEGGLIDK
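GCN5L2 (20nM final) in 50mM HEPES, 0.1mM EDTA pH 7.5, 0.01% Tween-20 was preincubated 15 min at room temperature with compound, then given ThioGlo1 (50uM), H3(1-25) peptide (75uM) and acetyl-CoA (70uM); CoA-thiol fluorescence (Ex340/Em540) was read at 0 and 20 min.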
TDP1 inh: qHTS Assay for Inhibitors of Tyrosyl-DNA Phosphodiesterase (TDP1); AID 485290, 2010; Potency, µM (series often up to 130 µM), inactives show at the highest dose activity change, negative = inhibition, hits mostly inhibitors; Tyrosyl-DNA phosphodiesterase 1 (Homo sapiens), Q9NUW8; recombinant TDP1, AlphaScreen DNA substrate cleavage; 350,000 tested, 0.28% active; also: nearly all actives have a fitted effect of over 40% in size
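Recombinant E. coli-expressed Tdp1 (1 nM) preincubated with compound 15 min at RT, then 5'-biotin/3'-phosphotyrosine-FITC DNA substrate (15 nM) added for 5 min. AlphaScreen beads (10 ug/ml) added, 10 min RT; tyrosine-FITC cleavage read as signal loss.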
TDP1 cell noCPT: qHTS for Inhibitors of human tyrosyl-DNA phosphodiesterase 1 (TDP1): qHTS in cells in absence of CPT. DT40 Tdp1-/- hTDP1 cells, no CPT, ATP luminescence, 48 h. Potency, µM (titrated, usually from 46.2 µM), for the others: at the top dose activity change, negative = growth inhibition, actives largely listed as inhibitors. 420,000 tested, 15% active; also: nearly all actives have a fitted effect of over 55% in size
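A cellular qHTS used chicken DT40 cells lacking endogenous Tdp1 but carrying stably transfected human TDP1. Compounds were applied without camptothecin, and cell growth kinetics were judged by ATP-dependent luminescence after ≥48 hr.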
* hit, by the source's call; u = inconclusive; x = no result given; [ ] = remark or other dose. Calls follow the shape of the dose curve; as a rule, active = well fitted curve in the direction sought with a large enough effect; inconclusive = small, poorly fitted or top-dose-only effect, or another doubt; inactive = no such curve, though single readings can be large; an effect the other way counts as inactive or inconclusive. % is scaled to controls: 0 for no effect and ±100 for the full control effect; potency is read from the fitted curve at half-maximal effect. These rows are one share of the data; the hit share may differ from the screen's.

SMILES	GCN5L2 inh	TDP1 inh	TDP1 cell noCPT
CCOc1cc2c(cc1OCC)C(CC(=O)O)N(C(=O)Nc1ccccc1C(F)(F)F)CC2 (centres undefined)	17%	-1%	u
COc1ccccc1NC(=O)c1sc2nc(-c3ccco3)ccc2c1N	u	0%	u
Cc1cc(C)c(NC(=O)c2cc(S(=O)(=O)N3CCN(c4ccccc4F)CC3)ccc2F)c(C)c1	2%	3%	4.1µM*
Cc1ccc(CSc2oc(-c3ccco3)nc2S(=O)(=O)c2ccc(Cl)cc2)cc1	0%	-3%	u
CCNC(=S)NNC(=O)C1CCN(Cc2ccccc2)CC1	-6%	6%	-9%
Cc1nc2ccc(NC(=O)c3cc(Cl)ccn3)cc2s1	-9%	0%	-23%
N/N=C1\CCCc2c1[nH]c1ccc([N+](=O)[O-])cc21	1%	7%	-20%
N#CC(C#N)=C1C=CC=CN1/C(=C\c1ccco1)C(=O)c1ccc(-c2ccccc2)cc1	-9%	4%	0.58µM*
Cc1ccc(S(=O)(=O)N2CCC(C(=O)NNC(=O)c3ccncc3)CC2)cc1	-1%	5%	-3%
COC(=O)C1ON2OC(C(=O)OC)C(C(=O)OC)C2C1CC(C)=O (centres undefined)	-1%	-8%	-18%
Cc1ccc(CN2CCNC(=O)C2CC(=O)O)o1 (centres undefined)	-3%	-2%	4%
CCOC(=O)C(NC(=O)CC)(Nc1ccc(S(=O)(=O)Nc2cc(C)on2)cc1)C(F)(F)F (centres undefined)	1%	2%	-16%
Cc1ccc(N2CCN(C(=O)CNS(=O)(=O)c3ccc(Br)s3)CC2C)cc1 (centres undefined)	22%	0%	u
CN(Cc1ccccc1)C(=O)COC(=O)c1ccccc1Nc1ccccc1	-13%	x	u
Cc1ccc(CNC(=O)c2ccc(N3CCCC3)c(NC(=O)Nc3ccc(F)c(Cl)c3)c2)cc1	2%	4%	-8%

Among those listed so far, four have fluorine.
SMILES	GCN5L2 inh	TDP1 inh	TDP1 cell noCPT
CCOc1cc2c(cc1OCC)C(CC(=O)O)N(C(=O)Nc1ccccc1C(F)(F)F)CC2 (centres undefined)	17%	-1%	u
Cc1cc(C)c(NC(=O)c2cc(S(=O)(=O)N3CCN(c4ccccc4F)CC3)ccc2F)c(C)c1	2%	3%	4.1µM*
CCOC(=O)C(NC(=O)CC)(Nc1ccc(S(=O)(=O)Nc2cc(C)on2)cc1)C(F)(F)F (centres undefined)	1%	2%	-16%
Cc1ccc(CNC(=O)c2ccc(N3CCCC3)c(NC(=O)Nc3ccc(F)c(Cl)c3)c2)cc1	2%	4%	-8%

Next records follow.
SMILES	GCN5L2 inh	TDP1 inh	TDP1 cell noCPT
CN1c2ccccc2C(C)(C)C12C=Nc1c(ccc3ccccc13)O2 (centres undefined)	u	10%	-6%
Cc1ccc(C2N(c3ccccc3)C(=S)N3CCCN23)cc1 (centres undefined)	1%	-1%	u
CNC(=O)C12CCC(C)(c3nc4cc(C)c(C)cc4nc31)C2(C)C (centres undefined)	-7%[0.501 µM]	5%	u
COc1ccc(NC(=O)N2c3ccc(OC)cc3C(C)=CC2(C)C)cc1	-7%	11%	-19%
CC(NC(=O)C1CCCN1S(=O)(=O)c1cccc2nsnc12)c1ccccc1 (centres undefined)	u	2%	-14%
Cc1ccccc1C(C(=O)NCc1ccccc1)N(Cc1ccco1)C(=O)c1ccccn1 (centres undefined)	-4%	2%	15µM*
COc1ccc2c(c1OC)C(=O)N1c3cccc(Cl)c3C(=O)OC21 (centres undefined)	2%	-1%	-1%
CCc1nnc(NC(=O)Cc2ccc(OCc3c(C)noc3C)cc2)s1	2%	7%	-15%
COC(=O)c1sccc1NC(=S)N1CCCCC1C (centres undefined)	-2%	4%	-29%
CC(C)(C)OC(=O)N1CCC(C(=O)N[C@H](C(=O)O)c2ccccc2)(c2ccccc2)CC1	28%	x	-11%
Cc1cc(C)n(CCc2nc(-c3cc4ccccc4o3)cs2)n1	-6%	0%	18µM*
C=CCn1c(SCc2ccccc2)nc2c1c(=O)[nH]c(=O)n2C	-2%	0%	u
Cc1ccc(N(C)C(=O)CCNC(=O)Cn2cnc3ccccc3c2=O)cc1C	-5%	x	1%
CCOC(=O)C1CCCCN1Cc1ccc(-c2ccccc2)cc1 (centres undefined)	-4%	x	u
O=C(COc1ccc(Cl)cc1)OCC(=O)N1CCCCCC1	-1%	1%	-16%

Single records, from the list above. Screens in order: GCN5L2 inh | TDP1 inh | TDP1 cell noCPT
Cc1ccc(S(=O)(=O)N2CCC(C(=O)NNC(=O)c3ccncc3)CC2)cc1 reads -1% | 5% | -3%
CCc1nnc(NC(=O)Cc2ccc(OCc3c(C)noc3C)cc2)s1 reads 2% | 7% | -15%
COC(=O)C1ON2OC(C(=O)OC)C(C(=O)OC)C2C1CC(C)=O (centres undefined) reads -1% | -8% | -18%
COC(=O)c1sccc1NC(=S)N1CCCCC1C (centres undefined) reads -2% | 4% | -29%
Cc1ccccc1C(C(=O)NCc1ccccc1)N(Cc1ccco1)C(=O)c1ccccn1 (centres undefined) reads -4% | 2% | 15µM*

Other compounds follow:
SMILES	GCN5L2 inh	TDP1 inh	TDP1 cell noCPT
CCCn1c(NC(=O)C2COc3ccccc3O2)nc2ccccc21 (centres undefined)	-7%	1%	18µM*
CCCCNc1c(-c2ccc(-c3ccc(OC)cc3)c(OC)c2)nc2ccccn12	-22%	8%	13µM*
COCC1CCN(C(=O)CCc2nnc(CCCCc3ccccc3)o2)CC1	0%	x	u
Cc1cccc(C(C)C)c1NC(=O)C(NS(=O)(=O)c1cccc2nsnc12)c1ccccc1 (centres undefined)	-4%	-2%	u
CC(CC(=O)Nc1cc(C(F)(F)F)ccc1Cl)c1ccccc1 (centres undefined)	-5%	-4%	-14%
Cc1nnc(NC(=O)c2nc(S(=O)(=O)Cc3ccccc3C)ncc2Cl)s1	-2%	-5%	12µM*
COc1cc2c(cc1OC)CN(C(=O)CCNC(=O)c1ccc(Br)cc1)CC2	-6%	5%	-7%
CC(=O)c1cccc(NC(=O)C(C)OC(=O)c2cc(C)oc2C)c1 (centres undefined)	-4%	1%	-27%
CC(C)[C@H](NC(=O)N1c2ccccc2NC(=O)[C@@H]1C(C)C)C(=O)N1CCC(C(=O)O)CC1	-1%	x	14%
CCCCNC(=O)CS(=O)Cc1nc(-c2cccc(C)c2)oc1C (centres undefined)	2%	5%	-19%
COc1cc2c(cc1NC(=O)C(C)OC(=O)c1ccc(S(=O)(=O)Nc3ccccc3Cl)cc1)oc1ccccc12 (centres undefined)	-24%	5%	18µM*
Cc1noc(/C=C/c2ccccc2F)c1S(=O)(=O)N1CCC(C(=O)N2CCN(C)CC2)CC1	-1%	4%	u
COc1ccccc1N1CCN(C(=O)C2Cc3ccccc3CN2C(=O)c2ccco2)CC1 (centres undefined)	-2%	-3%	u
Clc1ccccc1CSc1nnc(Cn2cnc3ccccc32)n1-c1ccccc1	0%	5%	u
COc1ccc(NC(=O)C2CCCN(c3cc(C)nc4ncnn34)C2)cc1 (centres undefined)	-10%	1%	-24%

Four compounds from above, arranged by heavy-atom count, low to high:
SMILES	GCN5L2 inh	TDP1 inh	TDP1 cell noCPT
Cc1nc2ccc(NC(=O)c3cc(Cl)ccn3)cc2s1	-9%	0%	-23%
CC(CC(=O)Nc1cc(C(F)(F)F)ccc1Cl)c1ccccc1 (centres undefined)	-5%	-4%	-14%
COc1ccc(NC(=O)N2c3ccc(OC)cc3C(C)=CC2(C)C)cc1	-7%	11%	-19%
COc1cc2c(cc1OC)CN(C(=O)CCNC(=O)c1ccc(Br)cc1)CC2	-6%	5%	-7%

As a short view, some entries already given:
SMILES	GCN5L2 inh	TDP1 inh	TDP1 cell noCPT
CCCn1c(NC(=O)C2COc3ccccc3O2)nc2ccccc21 (centres undefined)	-7%	1%	18µM*
CCCCNc1c(-c2ccc(-c3ccc(OC)cc3)c(OC)c2)nc2ccccn12	-22%	8%	13µM*

(more compounds)
SMILES	GCN5L2 inh	TDP1 inh	TDP1 cell noCPT
COc1ccc(S(=O)(=O)NCC(c2cccs2)S(=O)(=O)c2ccc(C)cc2)cc1F (centres undefined)	-11%	0%	16µM*
COc1ccc(/C=N/Nc2nc(N)cc(Cl)n2)cc1OC	-5%	8%	-15%
CCOc1ccc(CCNC(=O)c2nnc(CS(=O)(=O)c3ccccc3)o2)cc1OCC	-4%	5%	-14%
O=c1[nH]c2ccccc2nc1/C=C(\O)C1CC1	2%	3%	-15%
Cc1ccccc1NC(=O)CN1C(=O)CSc2ccc(S(=O)(=O)N3CCCC3)cc21	-3%	1%	4%
O=[N+]([O-])CC(=Nc1ccc(F)cc1)N/N=C\c1oc(O)c2ccccc12	-3%	3%	x
CCc1ccc(-n2cccc2/C=C2/C(=N)N3C(=NC2=O)SN=C3S(C)(=O)=O)cc1	20µM*	4%	-14%
CC1(C2CC2)NC(=O)N(CC(=O)N2CCN(c3ccccc3)CC2)C1=O (centres undefined)	-6%	2%	15%
O=C(c1cccc([N+](=O)[O-])c1)N1CCc2ccccc21	-21%	x	-25%
O=c1c2ccccc2nnn1Cc1ccc(F)cc1	0%	3%	-12%
CCC(C(=O)N1CC2(C)CC1CC(C)(C)C2)N1C(=O)c2ccccc2C1=O (centres undefined)	-2%	-1%	u
Nc1c(C(=O)N2CCOCC2)sc2nc3c(cc12)CCC3	6%	1%	25%
CCN(CC)C(=O)c1sc(NC(=O)C(C)C)c(C#N)c1C	-5%	1%	-8%
Cc1ccnc(SCCn2c(N3CCC(C)CC3)nc3c2c(=O)[nH]c(=O)n3C)n1	-3%	3%	-26%
CCOC(=O)N1CCC(N2CCCC(C(=O)c3cccc(OC)c3)C2)CC1 (centres undefined)	-5%	x	17%
CCCC(=O)N1CCN(c2nc3ccc(Cl)cc3s2)CC1	-27%	1%	u
COc1ccc(-c2c(C)nn3c(Cl)c(C)c(C)nc23)cc1	-2%	x	u
Cc1cc(NC(=O)CS(=O)(=O)c2cn(Cc3cccc(F)c3)c3ccccc23)no1	-3%	3%	u
COc1ccc(Cl)cc1NCC(=O)Nc1ccc(OC)c(S(=O)(=O)N2CCCCC2)c1	-9%	5%	u
CN(C)C(=O)C1(c2ccccc2)CCN(S(=O)(=O)c2ccccc2)CC1	-4%	1%	u
NS(=O)(=O)c1ccc(CNS(=O)(=O)c2cc(C(=O)O)ccc2Cl)cc1	-8%	x	1%
CN(CC(=O)Nc1cccc(F)c1)CC(=O)Nc1cccc(S(=O)(=O)N2CCCCCC2)c1	-12%	4%	16µM*
N#Cc1ccc(/C=C(\C(=O)C(=O)O)c2ccc3ccccc3n2)cc1	4%	1%	u
CCC(c1ccccc1)c1nc(-c2ccccn2)no1 (centres undefined)	0%	-4%	-4%
COCc1nc2cccnc2n1C1CCN(S(=O)(=O)N(C)C)CC1	-6%	8%	-1%
O=C(OCCOCCN=C1NS(=O)(=O)c2ccccc21)c1ccncc1	-2%	5%	-1%
OC1CCC(NC(=S)Nc2ccc(SC(F)F)cc2)CC1 (centres undefined)	1%	2%	u
Cc1cccc(NC(=O)CSc2nnc([C@@H]3CCCN3C(=O)OC(C)(C)C)o2)c1C	-5%	-2%	u
Cc1ccnc2nc(C(=O)OCC(=O)Nc3ccc4c(c3)OC(F)(F)O4)nn12	26%	2%	-13%
NC(=O)c1ccsc1NC(=O)c1ccc2c(c1)CCCC2	-12%	1%	u
CCN(CC)C(=O)C1CCCN(C(=S)Nc2cccc3ccccc23)C1 (centres undefined)	0%	5%	u
Cc1ccc(C)c(NC(=O)Cn2c(=O)n(Cc3nc(C)no3)c(=O)c3cc4c(cc32)OCO4)c1	-8%	0%	u
COCCCN1C(=O)C(=O)/C(=C(/O)c2ccc(S(=O)(=O)N3CCCCC3)cc2)C1c1ccc(O)c(OC)c1 (centres undefined)	-15%	3%	-2%
CCOc1ccc(N(CC(=O)N2CCCCC2)S(=O)(=O)c2ccc(Cl)cc2)cc1	2%	5%	-29%
CCCN(CCC)C(=O)c1cc([N+](=O)[O-])cc2c1-c1ccc([N+](=O)[O-])cc1C2=C(C#N)C#N	u	8%	2.9µM*
CCOC(=O)c1[nH]c2c(c1C)C(=O)CC(c1ccc(N(C)C)cc1)C2 (centres undefined)	-12%	12%	13µM*
Cc1cc(C(=O)CSc2nnc(-c3ccccc3)n2C)c(C)n1C	-1%	-5%	-24%
